# GLD-1 TGE inh = GLD-1-TGE RNA interaction inhibition (C. elegans) | Q17339 | purified GLD-1 + fluorescein TGE RNA, fluorescence polarization | actives 0.44% (n = 320,000) | inhibition, % at 5.96 µM | AID 2280;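 active = percent inhibition above a per-plate cutoff, the plate mean of test compounds plus 3 SD, cut at about 30% in these data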;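 also: 0% = DMSO wells with GLD-1 and probe and 100% = wells lacking GLD-1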
# Efflux pump mplx = antifungal efflux pump inhibition, Nile Red retention; S. cerevisiae Candida pump triplex; inhibition, % at 10 µM; actives 0.44% (n = 330,000);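 active = plate passing quality check with inhibition over a set limit, or well fluorescence over plate mean plus 4 SD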;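 also: Nile Red retained in pooled yeast measured as flow cytometry median fluorescence; 0% = buffer negative control and 100% = Enniatin B positive control; higher means more Nile Red kept so more efflux inhibition; some compounds called inactive have numbers as strong as hits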
# Fam108B counter = counter-screen for RBBP9 inhibitors: inhibitors of mouse Fam108B; recombinant Fam108B, FP-Rh probe fluorescence polarization; inhibition, % at 9.51 µM; actives 0.33% (n = 300,000); AID 1947;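 active = inhibition above the screen mean inhibition plus 3 SD, computed separately per campaign, cut at about 18% in these data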;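 also: inhibitors lower polarization as less probe binds the enzyme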
# MEX-5 binding = C. elegans MEX-5 TCR-2 RNA binding activity. activity score (negative = inhibition of binding), % at 10 µM. MEX-5/FITC-TCR2 RNA binding, fluorescence polarization; stronger effect = lower value. AID 1832. actives 0.38% (n = 300,000);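 active = inhibition past about -25% in most replicates, and total fluorescence under double the plate's negative control median, limit read from the data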;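 also: 0% = DMSO and -100% = 5 µM competing unlabeled TCR2 RNA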
# Target sequence (Q9XUB2 whole entry, looked up): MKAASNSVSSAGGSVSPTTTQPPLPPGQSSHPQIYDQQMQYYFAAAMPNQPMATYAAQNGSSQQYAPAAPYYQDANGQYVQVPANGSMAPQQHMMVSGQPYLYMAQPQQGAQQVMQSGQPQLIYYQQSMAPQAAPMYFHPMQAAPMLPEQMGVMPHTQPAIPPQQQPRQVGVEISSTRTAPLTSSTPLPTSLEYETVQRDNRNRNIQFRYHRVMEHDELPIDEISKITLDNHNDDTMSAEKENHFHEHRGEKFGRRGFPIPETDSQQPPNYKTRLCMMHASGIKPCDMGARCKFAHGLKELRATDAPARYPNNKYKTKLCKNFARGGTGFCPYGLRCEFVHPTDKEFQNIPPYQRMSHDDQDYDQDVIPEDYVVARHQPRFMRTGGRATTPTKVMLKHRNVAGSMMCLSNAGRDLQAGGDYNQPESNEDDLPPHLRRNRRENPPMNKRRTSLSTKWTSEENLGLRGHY
# BCLXL inh = Bcl-xL (human) inhibition; GST-Bcl-xL / FITC-Bim BH3 peptide fluorescence polarization; Q07817; AID 2129; inhibition, % at 10.9 µM; actives 0.7% (n = 320,000);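 active = inhibition above the mean of all tested compounds plus 3 SD, cutoff set per campaign, cut at about 30% in these data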;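 also: 0% = DMSO wells and 100% = unlabeled Bim-BH3 peptide competitor; inhibitors lower millipolarization by displacing the labeled peptide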
# Target sequence (Q07817 whole entry, looked up): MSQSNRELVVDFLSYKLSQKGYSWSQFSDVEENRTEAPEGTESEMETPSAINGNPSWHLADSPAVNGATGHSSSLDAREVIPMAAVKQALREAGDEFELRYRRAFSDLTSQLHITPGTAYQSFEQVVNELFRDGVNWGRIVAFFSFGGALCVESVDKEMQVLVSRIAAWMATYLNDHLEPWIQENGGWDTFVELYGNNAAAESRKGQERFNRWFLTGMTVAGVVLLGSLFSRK
# GRK2 aptamer HTS = blocks RNA aptamer binding to human GRK2. P25098. bead flow cytometry, FAM-aptamer displacement from GRK2. actives 0.59% (n = 330,000). AID 488847. inhibition of aptamer binding, % at 10 µM;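 active = inhibition of aptamer binding above 40%, roughly 3 SD of noise, on plates passing a quality check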;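 also: median bead fluorescence of bound FAM aptamer so fluorescent compounds give negative values; no value below 0 was filed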
# PME-1 primary = blocks human protein phosphatase methylesterase 1. actives 0.53% (n = 320,000). recombinant PME-1, FP-Rh probe fluorescence polarization. AID 2130. Q9Y570. inhibition, % at 5.9 µM;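 active = inhibition above the campaign mean of all compounds plus 3 SD, cut at about 26% in these data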;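 also: competitive labeling of PME-1 active site by serine hydrolase directed probe; 0% = PME-1 with DMSO and 100% = wells lacking PME-1 enzyme; inhibitors block probe labeling so polarization falls and inhibition rises; many of its hits are not listed in these tables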
# MCL1 BIM primary = inhibitors of human MCL1 binding to BIM-BH3 peptide; AID 2057; actives 0.68% (n = 320,000); inhibition, % at 10.9 µM; Q07820; GST-MCL1 / FITC-Bim-BH3 fluorescence polarization;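 active = inhibition above the mean inhibition of all tested compounds plus 3 SD, set per campaign, cut at about 40% in these data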;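 also: 0% = DMSO wells and 100% = unlabeled Bim-BH3 peptide control; higher means more loss of mP so more displacement of Bim peptide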
# VLA-4 inh = inhibition in a human VLA-4 binding assay; P13612; VLA-4 expressing cells, ligand binding flow cytometry; inhibition, % (about 7 µM as worked out from the volumes in the protocol); actives 0.2% (n = 330,000); AID 2557; in the data active = inhibition above about 50%
# The depositor's hits bear a star; nt = no result given. An excerpt; rates above refer to the full screens.
SMILES,GLD-1 TGE inh,Efflux pump mplx,Fam108B counter,MEX-5 binding,BCLXL inh,GRK2 aptamer HTS,PME-1 primary,MCL1 BIM primary,VLA-4 inh
O=c1oc(-c2ccccc2NS(=O)(=O)c2ccccc2)nc2ccccc12,2,0.2,21*,1.6,6,2,-3,18,-4
CC(C)(C)NC(=O)NC(=O)COC(=O)c1cc[n+]([O-])cc1,2,-0.1,-7,0.1,6,3,-6,3,-4
COc1cc2c(cc1OC)C(c1cccc(C)c1)CC(=O)N2 (stereo not given),0,0.1,-7,-2.9,-2,6,-2,14,10
Cc1ccc(-n2nc(C)c(=O)c(-c3ccccc3)c2NC(=O)c2cccs2)cc1,7,-0.1,1,3.2,3,1,-1,2,1
O=C(NCCCN1CCOCC1)c1ccccc1NS(=O)(=O)c1ccc(F)cc1,8,-0.1,-2,0.1,12,0,5,-2,24
CCOC(=O)[C@@H]1[C@H]2COc3cc(OC)ccc3[C@@H]2N2C(=O)N(c3cccc(F)c3)C(=O)[C@]12C,4,0.0,4,3.0,0,2,-1,-5,13
Cc1ccc(S(=O)(=O)N2CCN(CCc3ccncc3)CC2)cc1,1,-0.1,nt,nt,nt,0,nt,nt,-6
Cc1ccccc1OCCCC(=O)Nc1ccc2c(c1)OCO2,5,0.3,6,-2.0,2,0,6,10,16
Cc1cccc(C)c1OCC(O)CNC(C)c1ccccc1 (stereo not given),-2,0.0,0,1.0,6,0,-4,9,-14
Cc1cc(C)c(C)c(S(=O)(=O)N2CCN(c3ncnc4sc(C)c(C)c34)CC2)c1C,1,0.0,0,-0.3,7,1,3,1,9
COc1cc(C(=O)OCC(=O)c2cc(C)n(C)c2C)cc(OC)c1OC,-1,0.1,1,-1.8,2,2,-5,-6,-7
O=C1C=C(c2cccc(CO)c2)C[C@@H](c2ccc(F)cc2)C1,-2,-0.1,nt,nt,-4,0,-3,-1,0
COc1ccc(C(=O)Nc2ccc(S(=O)(=O)NC(C)(C)C)cc2)cc1[N+](=O)[O-],0,-0.1,-3,0.6,-3,1,3,-5,-1
Cc1cc(C)n(-c2n[nH]c(=O)c3ccccc23)n1,1,0.1,-1,2.8,3,2,1,4,0
CCOc1cccc(/C=C(\C#N)C(=O)NC2CC2)c1,7,-0.1,4,0.9,0,0,7,3,22
O=C(NCCCO)C(=O)Nc1cc2c3c(c1)CCC(=O)N3CCC2,2,-0.1,-1,-0.6,3,2,0,0,16
CCC(C)[C@H](NC(=O)NC1CCCc2ccccc21)C(=O)O (stereo not given in full),-6,0.3,1,-2.1,2,0,-9,-4,-3
COC(=O)CNC(c1ccccc1)c1cc(Br)ccc1NC(C)=O (stereo not given),6,-0.2,2,-1.4,-2,0,-8,2,1
COc1cccc(OC)c1C(=O)Nc1ccc(CN2CCOCC2)cc1,-1,-0.1,3,-2.3,2,2,2,2,-10
CCn1c(SCC(=O)NC2CCCC2)nnc1-c1ccccn1,4,0.2,1,-0.9,2,0,5,-1,19
CCOC(=O)C1=C(CSc2nc3c(cc2C#N)CN(C)CC3)OC(N)=C(C#N)C1c1ccncc1 (stereo not given),61*,0.0,10,-51*,114*,2,-5,143*,14
O=C1NC(=O)/C(=C\c2ccc(N3CCOCC3)o2)N1,21,-0.1,-4,-0.4,20,0,-4,17,2
CCCc1nc2c([nH]1)c(=O)n(C)c(=O)n2C,3,-0.1,-5,1.8,1,4,-2,-4,7
Cn1cccc1/C=C(\C#N)C(N)=S,-6,-0.1,2,-1.5,3,5,4,3,5
Cc1ccc2nc(-c3ccc(SCC(=O)O)nc3)[nH]c2c1,2,0.0,-1,0.8,1,1,-1,6,0
N#Cc1cc2c([nH]c1=O)CCCC2,2,0.0,3,-0.9,-1,4,-3,1,-4
COC(=O)C1=C(Nc2ccc(C)cc2)C=C(C)C(C(=O)OC)C1c1ccc(OC)cc1 (stereo not given),1,-0.1,-1,1.4,-1,0,-1,3,-1
COc1ccc(C(=O)NNC(=O)C(NC(=O)c2ccccc2NC(=O)c2ccco2)C(C)C)cc1 (stereo not given),4,0.1,-2,2.1,-2,0,-6,3,7
COc1ccc(-n2c(SCC(=O)O)nc3sc4c(c3c2=O)CCCC4)cc1,-1,0.0,5,-1.6,1,9,-6,-1,30

# Ordered by SMILES length (low to high): 16 of the compounds above.
SMILES,GLD-1 TGE inh,Efflux pump mplx,Fam108B counter,MEX-5 binding,BCLXL inh,GRK2 aptamer HTS,PME-1 primary,MCL1 BIM primary,VLA-4 inh
Cn1cccc1/C=C(\C#N)C(N)=S,-6,-0.1,2,-1.5,3,5,4,3,5
CCCc1nc2c([nH]1)c(=O)n(C)c(=O)n2C,3,-0.1,-5,1.8,1,4,-2,-4,7
CCOc1cccc(/C=C(\C#N)C(=O)NC2CC2)c1,7,-0.1,4,0.9,0,0,7,3,22
CCn1c(SCC(=O)NC2CCCC2)nnc1-c1ccccn1,4,0.2,1,-0.9,2,0,5,-1,19
O=C1NC(=O)/C(=C\c2ccc(N3CCOCC3)o2)N1,21,-0.1,-4,-0.4,20,0,-4,17,2
Cc1ccc2nc(-c3ccc(SCC(=O)O)nc3)[nH]c2c1,2,0.0,-1,0.8,1,1,-1,6,0
COC(=O)CNC(c1ccccc1)c1cc(Br)ccc1NC(C)=O (stereo not given),6,-0.2,2,-1.4,-2,0,-8,2,1
CCC(C)[C@H](NC(=O)NC1CCCc2ccccc21)C(=O)O (stereo not given in full),-6,0.3,1,-2.1,2,0,-9,-4,-3
O=C(NCCCO)C(=O)Nc1cc2c3c(c1)CCC(=O)N3CCC2,2,-0.1,-1,-0.6,3,2,0,0,16
O=C1C=C(c2cccc(CO)c2)C[C@@H](c2ccc(F)cc2)C1,-2,-0.1,nt,nt,-4,0,-3,-1,0
COc1cc(C(=O)OCC(=O)c2cc(C)n(C)c2C)cc(OC)c1OC,-1,0.1,1,-1.8,2,2,-5,-6,-7
COc1ccc(-n2c(SCC(=O)O)nc3sc4c(c3c2=O)CCCC4)cc1,-1,0.0,5,-1.6,1,9,-6,-1,30
COC(=O)C1=C(Nc2ccc(C)cc2)C=C(C)C(C(=O)OC)C1c1ccc(OC)cc1 (stereo not given),1,-0.1,-1,1.4,-1,0,-1,3,-1
COc1ccc(C(=O)Nc2ccc(S(=O)(=O)NC(C)(C)C)cc2)cc1[N+](=O)[O-],0,-0.1,-3,0.6,-3,1,3,-5,-1
COc1ccc(C(=O)NNC(=O)C(NC(=O)c2ccccc2NC(=O)c2ccco2)C(C)C)cc1 (stereo not given),4,0.1,-2,2.1,-2,0,-6,3,7
CCOC(=O)C1=C(CSc2nc3c(cc2C#N)CN(C)CC3)OC(N)=C(C#N)C1c1ccncc1 (stereo not given),61*,0.0,10,-51*,114*,2,-5,143*,14

# 3 compounds already listed, ordered by the value under MEX-5 binding, falling:
canonical_smiles	MEX-5 binding
O=c1oc(-c2ccccc2NS(=O)(=O)c2ccccc2)nc2ccccc12	1.6
Cc1ccc2nc(-c3ccc(SCC(=O)O)nc3)[nH]c2c1	0.8
COC(=O)CNC(c1ccccc1)c1cc(Br)ccc1NC(C)=O (stereo not given)	-1.4
